ALOX12 inhib: inhibitors of human 12-lipoxygenase (ALOX12) | AID 1452 | Potency, µM (doses to about 57.1 µM), without a hit: at the highest dose activity change, negative = inhibition, most hits filed as inhibitors | 150,000 tested, 0.12% active | purified 12-hLO, xylenol orange hydroperoxide absorbance | P18054; note: potency is the fitted concentration of half-maximal effect; nearly all actives have a fitted effect of over 55% in size; many of its hits are not listed in these tables
Target sequence (P18054 whole entry, looked up): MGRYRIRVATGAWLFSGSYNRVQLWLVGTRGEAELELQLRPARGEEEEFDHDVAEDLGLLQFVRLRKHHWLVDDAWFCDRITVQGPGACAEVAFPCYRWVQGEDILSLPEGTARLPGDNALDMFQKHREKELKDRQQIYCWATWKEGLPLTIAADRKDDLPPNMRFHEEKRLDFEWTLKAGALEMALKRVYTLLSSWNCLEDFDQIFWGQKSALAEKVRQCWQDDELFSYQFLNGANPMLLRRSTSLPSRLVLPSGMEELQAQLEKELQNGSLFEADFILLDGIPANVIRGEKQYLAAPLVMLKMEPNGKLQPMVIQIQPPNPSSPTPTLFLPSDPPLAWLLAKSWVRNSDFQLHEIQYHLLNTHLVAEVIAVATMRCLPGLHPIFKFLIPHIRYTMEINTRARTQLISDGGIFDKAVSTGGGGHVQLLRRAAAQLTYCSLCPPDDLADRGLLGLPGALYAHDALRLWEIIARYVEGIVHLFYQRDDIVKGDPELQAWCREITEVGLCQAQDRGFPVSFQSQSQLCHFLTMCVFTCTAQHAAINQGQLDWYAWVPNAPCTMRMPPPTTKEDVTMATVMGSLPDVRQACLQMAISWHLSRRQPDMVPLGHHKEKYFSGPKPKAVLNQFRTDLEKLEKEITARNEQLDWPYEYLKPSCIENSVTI
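Xylenol orange chromogenic assay: hydroperoxide from 12hLO oxidises Fe(II), giving red-shifted Fe(III)-XO absorbance. Conditions: 150 nM enzyme, 40 uM arachidonic acid, 25 mM Hepes pH 7.0, 0.01% Triton X-100, 30 min, room temperature.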
ALOX15B inhib: blocks human 15-lipoxygenase 2 activity | O15296 | purified 15hLO-2, xylenol orange hydroperoxide absorbance | Potency, µM (doses to about 57.1 µM), for inactives: at the highest dose activity change, negative = inhibition, hits mostly inhibitors | 110,000 tested, 0.56% active | AID 881; note: potency is the fitted concentration of half-maximal effect; nearly all actives have a fitted effect of over 60% in size; many of its hits are not listed in these tables
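Enzyme 50 nM, AA 45 uM, 25 mM Hepes pH 7.5 + 0.01% Triton X-100; cpd preinc 15 min RT, rxn 90 min RT; stop/detect with 200 uM XO + 300 uM Fe(II) in 50 mM H2SO4, 30 min; A573/A405.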
PNC inhibitor: blocks assembly of the perinucleolar compartment; PC3M PTB-GFP, PNC prevalence imaging, 16 h; hits give low values; AID 2417; 140,000 tested, 3.1% active; activity change (PNC), negative = inhibition, % at 10 µM;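 active = readout at or below -70, meaning at least 70% loss of cells showing the perinucleolar compartment, a nuclear body marking cancer cells; inconclusive = readout between -30 and a set limit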;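 note: plate controls were DMSO wells for no effect and camptothecin positive control wells for full effect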
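PC3M cells stably expressing PTB-GFP, 750–1000 cells/well, treated 16 h at 37 °C with compound (23 nl of library stock), in duplicate. After paraformaldehyde fixation and Hoechst stain, imaged at 20x; PNC prevalence scored by image analysis.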
IMPase cell inh: IMPase inhibition in cells. P97697. CHO-M1 cells, IP1 accumulation, HTRF TR-FRET ratio. inhibition (IP1 accumulation), % at 46.1 µM. 120,000 tested, under 10 active. AID 901; active = well fitted curve in the direction sought with a large enough effect in the signal ratio, not every such curve was filed as active; inconclusive = small, poorly fitted or top-dose-only effect, or a change in a side signal; inactive = no such curve, though single readings can be large or run the other way; the % refers to the signal ratio;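 note: cells stimulated with carbachol in lithium chloride buffer; plate controls were DMSO basal wells for no effect and reference inhibitor wells for full effect; higher means more IMPase inhibition seen as more IP1 and lower FRET ratio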
Target sequence (P97697 whole entry, looked up): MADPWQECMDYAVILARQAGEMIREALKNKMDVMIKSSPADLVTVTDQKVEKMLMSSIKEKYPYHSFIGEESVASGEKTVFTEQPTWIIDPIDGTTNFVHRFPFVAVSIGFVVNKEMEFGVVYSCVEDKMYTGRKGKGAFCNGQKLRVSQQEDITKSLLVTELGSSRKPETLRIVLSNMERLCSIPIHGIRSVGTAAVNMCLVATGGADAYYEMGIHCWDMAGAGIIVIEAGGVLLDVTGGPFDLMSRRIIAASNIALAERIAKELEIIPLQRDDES
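CHO-M1 cells (CHO stably expressing M1 receptor), compound up to 46 uM final, stimulated with carbachol (50 uM as added) in buffer with 50mM LiCl, pH 7.4, 30 min at 37C. Cytosolic IP1 read by TR-FRET; AC50 from Hill fits.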
Starred values were filed as active, the others as inactive; ? = inconclusive; nt = not tested or not shown; [ ] = dose if it differs, or a comment. Unless noted, calls come from the whole dose curve; as a rule, active = well fitted curve in the direction sought with a large enough effect; inconclusive = small, poorly fitted or top-dose-only effect, or another doubt; inactive = no such curve, though single readings can be large; an effect the other way counts as inactive or inconclusive. Unless noted, % is set by controls: 0 for no effect and ±100 for the full control effect. Not all compounds are listed, so the mix of outcomes need not match the whole.

SMILES	ALOX12 inhib	ALOX15B inhib	PNC inhibitor	IMPase cell inh
COc1ccc(C(=O)N2CCC[C@@]3(CCN(Cc4ccccc4)C3)C2)cc1	-2.8%	8.9%	nt	nt
Cc1ccc(O)c(C(=O)c2cnc3c(c2)COc2ccccc2-3)c1	0.7%	nt	?	7.8
Cc1cc(C(=O)N/N=C/c2cccc(OC(=O)c3ccco3)c2)n[nH]1	5.3%	1.6%	?	4.6
O=C(COc1ccc2ccccc2c1)Nc1cccc(C(=O)Nc2ccccc2C(=O)O)c1	-8.5%	nt	40.1	nt
CCOC(=O)c1c(C)[nH]c(N=Nc2cccc(C)c2)c1C	-10.6%	-8.5%	2.0	7.2
Cc1ccc(S(=O)(=O)N2CC3CCCN3c3ccc(C(F)(F)F)cc32)cc1 (centres undefined)	3.5%	nt	-4.0	5.3
COc1ccc(-n2c(Cc3cccn3C)nnc2SCC(=O)Nc2ccc(C)cc2)cc1	-1.9%	nt	?	-1.9
N#Cc1ccc(NC(=O)c2sc3cc(C(F)(F)F)cnc3c2-c2cccs2)cc1	-6.5%	3.7%	-23.4	4.4
O=C1NC2(CCCCC2)C(=O)N1/N=C/c1ccc(O)cc1O	-3.5%	-8.2%	-4.2	5.5
Cc1cc(Nc2cc(C(=O)O)ccc2C)n2ncnc2n1	-3.6%	6.0%	16.6	2.6
CN(C)CCN1C(=O)C(=O)/C(=C(/O)c2ccc(OCc3ccccc3)cc2)C1c1ccncc1 (centres undefined)	5.4%	-0.3%	-7.1	0.9
COc1ccc(C(=O)NC(C)c2nc3ccccc3n2C)cc1OC (centres undefined)	3.8%	10.0%	?	3.3
CCC(C)NC(=O)C1CCCN(C(=O)NC2CCCCC2)C1 (centres undefined)	4.8%	-3.5%	49.0	2.0
O=C(NC1CCCCC1)N1CCC(c2nc3ccc(Cl)cc3[nH]2)CC1	-7.2%	18.6%	-4.4	4.4
O=C(Oc1ccc([N+](=O)[O-])cc1)c1cncc(Br)c1	-2.7%	nt	?	nt
N=C1C(=O)OCC1c1ccccc1NC(=O)CN1CCCCC1 (centres undefined)	0.8%	nt	?	nt
CN(CC(=O)OCC(=O)Nc1ccccc1)S(=O)(=O)c1ccc(Cl)cc1	-6.7%	-3.5%	38.9	-2.5
COc1cccc(CNc2ccc(F)c(Cl)c2)c1	2.8%	-8.9%	15.1	-3.4
C=C(C)COc1ccc2c3c(c(=O)oc2c1OCC(=C)C)CCC3	-9.9%	-4.8%	11.3	10.1
CCOC(=O)c1ccc(CSc2nncn2N)o1	-2.5%	0.1%	?	5.8
COc1ccc(CCN2C(=O)CC(NCc3ccc4c(c3)OCO4)C2=O)cc1OC (centres undefined)	-8.5%	-2.7%	-2.6	0.2
C=CCn1c(=N)n(CC(=O)OCC)c2ccccc21	1.4%	-3.4%	0.9	3.2
COc1cc(C(=O)N[C@H](C(=O)NC(C)C23CC4CC(CC(C4)C2)C3)C(C)C)cc(OC)c1OC (some centres undefined)	5.2%	9.2%	-8.6	2.2
CCC(=O)Nc1sc2c(c1C(N)=O)CCC2	-5.3%	-1.5%	-100.0*	-0.6
CCN1CCN(CC2CC3C=CC2C3)CC1 (centres undefined)	-3.7%	nt	3.2	-14.1

Compounds above with a thiophene ring, fused or not, in the order listed:
SMILES	ALOX12 inhib	ALOX15B inhib	PNC inhibitor	IMPase cell inh
N#Cc1ccc(NC(=O)c2sc3cc(C(F)(F)F)cnc3c2-c2cccs2)cc1	-6.5%	3.7%	-23.4	4.4
CCC(=O)Nc1sc2c(c1C(N)=O)CCC2	-5.3%	-1.5%	-100.0*	-0.6

Additional entries
SMILES	ALOX12 inhib	ALOX15B inhib	PNC inhibitor	IMPase cell inh
COc1ccc(C2=NOC(C(=O)NCc3ccccn3)C2)cc1 (centres undefined)	2.1%	-2.1%	?	-1.1
NS(=O)(=O)c1ccc(NC(=S)N2CCN(c3cccc(Cl)c3)CC2)cc1	-0.6%	nt	-26.5	nt
COc1ccccc1C(=O)N1CCNC(=O)C1CC(=O)Nc1cccc(C)c1 (centres undefined)	2.8%	-4.3%	?	-3.3
Cc1ccc(OCCn2c(CCNC(=O)C(C)C)nc3ccccc32)cc1	3.4%	3.5%	47.0	5.1
CN1CC(c2ccccc2)C2(SC(=S)N(Cc3ccco3)C2=O)C12C(=O)Nc1ccccc12 (centres undefined)	-1.4%	0.9%	-7.3	6.7
CCOc1ccc(-c2cc(C(=O)N3CCN(c4ccccn4)CC3)c3ccccc3n2)cc1	3.7%	0.5%[2.29 µM]	?	0.8
Cc1ccc(-c2nnc(N3CCN(c4ccccn4)CC3)c3ccccc23)cc1	-4.9%	13.1%	?	10.1
CCc1ccc(C2C(C(C)=O)=C(C(=O)OC)Nc3nnnn32)cc1 (centres undefined)	0.5%	nt	181.0	-7.4
O=c1c([N+](=O)[O-])c(NC2CCCCC2)c2ccccc2n1-c1ccccc1	3.1%	nt	?	?
Cc1ccc(Sc2ncnc3onc(C)c23)cc1	-5.5%	-6.5%	?	8.8
CCN(CC)S(=O)(=O)c1cccc(C(=O)N[C@H](C(=O)OCC(=O)NC(=O)NC)C(C)C)c1	4.5%	0.1%	57.3	3.1
COc1ccc(S(=O)(=O)N2CCN(C(=O)c3cnc(C)cn3)CC2)cc1	-2.7%	2.3%	42.4	0.0
COc1ccc(-c2nc3ccccc3c(=O)n2CCN2CCOCC2)cc1	0.2%	-8.4%	-3.6	-2.9
Cc1cc(C(F)(F)F)nn1CC(=O)NCC1CCCO1 (centres undefined)	0.9%	0.2%	30.1	2.7
CCOc1ccc(-c2cnc3n2CCC3)cc1	0.6%	43.1%[activator]	-23.4	8.0
O=C(O)c1cc(S(=O)(=O)Nc2ccccc2C(=O)O)ccc1O	3.6%	-2.2%	67.8	-0.5
O=C(Nc1ccn(Cc2ccccc2F)n1)c1ccc(COc2cccc(Br)c2)cc1	-13.1%	18.2%	40.4	0.9
Cc1ccc(Nc2nnns2)cc1C	-7.9%	2.6%	-81.7*	-8.3
COc1cc(NS(=O)(=O)c2ccc(NC(=O)NC3CCCCC3)cc2)nc(OC)n1	-2.1%	3.4%	?	-15.2
CCOC(=O)CNNC(=O)Nc1ccc(Cl)c(Cl)c1	-1.6%	nt	10.1	nt
Cc1ccccc1-c1nc(CN2CCC(C(=O)NCc3cccnc3)CC2)c(C)o1	-2.6%	43.0%[activator]	10.9	3.0
CC1(C)OC(=O)C(=CNC(Cc2c[nH]c3ccccc23)C(=O)O)C(=O)O1 (centres undefined)	-1.3%	-0.3%	6.0	-6.8
CN(C)CC(C)(C)CNC(=S)NCc1ccc2c(c1)OCO2	-7.6%	nt	13.8	nt
CCn1c(COc2ccc3c(c2)OCO3)nnc1SCC(=O)c1ccc(Cl)cc1	-1.5%	-12.9%	3.4	-5.5
Cc1ccc(NC(=O)c2ccccc2C(=O)O)cc1C	-0.3%[11.4 µM]	-7.9%[11.4 µM]	nt	nt

(list continues)
SMILES	ALOX12 inhib	ALOX15B inhib	PNC inhibitor	IMPase cell inh
COc1ccc(C(=O)Nn2c(SCc3cccc([N+](=O)[O-])c3)nc3ccccc3c2=O)cc1	-0.4%	nt	-12.3	nt
CCN(CC)CCn1c(NCc2ccco2)nc2ccccc21	8.7%	nt	18.5	3.7
COc1ccc(Cl)cc1N(CC(=O)N1CCC(C)CC1)S(C)(=O)=O	-1.2%	-4.3%	-10.2	7.5
CCN(CC)C(=O)CSc1nnc(-c2cccnc2)n1Cc1ccccc1	11.9%	-7.2%	-11.0	1.5
Cc1c(C(=O)NCc2ccccc2)oc2c1C(=O)CCC2	-6.1%	nt	13.6	0.9
CCn1c(=O)cc(SCC(=O)Nc2ccc(Cl)cc2)c2ccccc21	-2.9%	-8.2%	-7.5	-2.0
CCOc1cc2[nH]c(=S)n(CCCOC)c(=O)c2cc1OCC	1.6%	-6.8%	?	-2.6
O=C1CC(c2ccccc2)CN1C(=O)c1cccc([N+](=O)[O-])c1 (centres undefined)	4.0%	nt	1.7	nt
COc1ccc(CN2CC(C(=O)NCc3ccc4c(c3)OCO4)CC2=O)cc1 (centres undefined)	-4.0%	1.4%	41.1	-6.3
O=C(Cn1cnc2sc(-c3ccccc3)cc2c1=O)NCc1ccccc1	2.2%	-10.0%	43.5	-0.4
COc1ccccc1C1CC(=O)Oc2cc(O)ccc21 (centres undefined)	-1.4%[0.00818 µM]	-12.0%[0.0915 µM]	nt	nt
COc1ccc(C(=O)N2CCN(C(=O)c3cc(OC)c(OC)c(OC)c3)CC2)cc1	5.3%	-2.7%	18.2	6.7
O=C(c1cccc(F)c1)N1CCC[C@@]2(CCN(c3ccccn3)C2)C1	2.2%	-3.8%	nt	nt
COc1ccc(C(=O)Nn2cnc3scc(-c4cccs4)c3c2=O)c(O)c1	-2.8%	4.6%	-21.3	-2.8
O=C(CN(c1ccc(F)cc1)S(=O)(=O)c1ccc2c(c1)OCCO2)Nc1ccccc1	-1.9%	4.9%	-24.0	3.8
O[C@@H]([C@H](O)[C@@H](O)CBr)[C@@H](O)CBr	1.0%	-2.1%	nt	nt
CC(C)c1ccc2c(c1)C1Cc3ccccc3C1N2 (centres undefined)	-4.7%	nt	-12.8	nt
O=C(N/N=C/c1ccc2cccc(OCc3ccccc3)c2n1)c1ccc(Br)cc1	1.2%	9.8%	-24.6	0.2
O=C(Oc1cccc2cccnc12)c1ccc2c(c1)OCCO2	-8.4%	9.6%	-15.9	10.9
COc1ccc(N2C(=O)CCC2(C#N)c2ccc(Br)cc2)cc1 (centres undefined)	3.8%	-2.5%	12.4	-4.6
[N-]=[N+]=Nc1nc2c(N)ncnc2n1C1OC(CO)C(O)C1O (centres undefined)	11.2%	-4.4%	nt	nt
O=C(Cc1ccccc1)NCCSCc1ccccc1	-0.4%	nt	113.5	nt
Cc1cc(=O)c2c(O)cc(O)c(C)c2o1	-7.2%	0.6%	nt	nt
O=C(CN1CCN(Cc2ccc(F)cc2)C1=O)NCc1cccs1	-3.0%	-2.2%	?	1.3
CC(=O)OCc1ccc2c(c1)OCO2	-4.5%	-0.8%	nt	nt
O=C1CC(c2cccc(Cl)c2)Cc2nc(N3CCOCC3)ncc21 (centres undefined)	5.8%	-12.2%	-16.9	-5.5

Seven entries already listed, sorted by heavy-atom count, largest number first:
SMILES	ALOX12 inhib	ALOX15B inhib	PNC inhibitor	IMPase cell inh
O=C(CN(c1ccc(F)cc1)S(=O)(=O)c1ccc2c(c1)OCCO2)Nc1ccccc1	-1.9%	4.9%	-24.0	3.8
O=C(N/N=C/c1ccc2cccc(OCc3ccccc3)c2n1)c1ccc(Br)cc1	1.2%	9.8%	-24.6	0.2
O=C1CC(c2cccc(Cl)c2)Cc2nc(N3CCOCC3)ncc21 (centres undefined)	5.8%	-12.2%	-16.9	-5.5
CCN(CC)CCn1c(NCc2ccco2)nc2ccccc21	8.7%	nt	18.5	3.7
[N-]=[N+]=Nc1nc2c(N)ncnc2n1C1OC(CO)C(O)C1O (centres undefined)	11.2%	-4.4%	nt	nt
CC(=O)OCc1ccc2c(c1)OCO2	-4.5%	-0.8%	nt	nt
O[C@@H]([C@H](O)[C@@H](O)CBr)[C@@H](O)CBr	1.0%	-2.1%	nt	nt

High-throughput results from PubChem.
